# mHTT CaM bind: inhibitors of human mutant huntingtin-calmodulin interaction | 190,000 tested, 3.6% active | AID 1671202 | P42858 | inhibition, % at 15 µM | AlphaScreen His-mHTT/GST-CaM binding, luminescence;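 further: 0% = both proteins with DMSO and 100% = one protein alone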
# Target sequence (P42858 whole entry, looked up, stated change not applied): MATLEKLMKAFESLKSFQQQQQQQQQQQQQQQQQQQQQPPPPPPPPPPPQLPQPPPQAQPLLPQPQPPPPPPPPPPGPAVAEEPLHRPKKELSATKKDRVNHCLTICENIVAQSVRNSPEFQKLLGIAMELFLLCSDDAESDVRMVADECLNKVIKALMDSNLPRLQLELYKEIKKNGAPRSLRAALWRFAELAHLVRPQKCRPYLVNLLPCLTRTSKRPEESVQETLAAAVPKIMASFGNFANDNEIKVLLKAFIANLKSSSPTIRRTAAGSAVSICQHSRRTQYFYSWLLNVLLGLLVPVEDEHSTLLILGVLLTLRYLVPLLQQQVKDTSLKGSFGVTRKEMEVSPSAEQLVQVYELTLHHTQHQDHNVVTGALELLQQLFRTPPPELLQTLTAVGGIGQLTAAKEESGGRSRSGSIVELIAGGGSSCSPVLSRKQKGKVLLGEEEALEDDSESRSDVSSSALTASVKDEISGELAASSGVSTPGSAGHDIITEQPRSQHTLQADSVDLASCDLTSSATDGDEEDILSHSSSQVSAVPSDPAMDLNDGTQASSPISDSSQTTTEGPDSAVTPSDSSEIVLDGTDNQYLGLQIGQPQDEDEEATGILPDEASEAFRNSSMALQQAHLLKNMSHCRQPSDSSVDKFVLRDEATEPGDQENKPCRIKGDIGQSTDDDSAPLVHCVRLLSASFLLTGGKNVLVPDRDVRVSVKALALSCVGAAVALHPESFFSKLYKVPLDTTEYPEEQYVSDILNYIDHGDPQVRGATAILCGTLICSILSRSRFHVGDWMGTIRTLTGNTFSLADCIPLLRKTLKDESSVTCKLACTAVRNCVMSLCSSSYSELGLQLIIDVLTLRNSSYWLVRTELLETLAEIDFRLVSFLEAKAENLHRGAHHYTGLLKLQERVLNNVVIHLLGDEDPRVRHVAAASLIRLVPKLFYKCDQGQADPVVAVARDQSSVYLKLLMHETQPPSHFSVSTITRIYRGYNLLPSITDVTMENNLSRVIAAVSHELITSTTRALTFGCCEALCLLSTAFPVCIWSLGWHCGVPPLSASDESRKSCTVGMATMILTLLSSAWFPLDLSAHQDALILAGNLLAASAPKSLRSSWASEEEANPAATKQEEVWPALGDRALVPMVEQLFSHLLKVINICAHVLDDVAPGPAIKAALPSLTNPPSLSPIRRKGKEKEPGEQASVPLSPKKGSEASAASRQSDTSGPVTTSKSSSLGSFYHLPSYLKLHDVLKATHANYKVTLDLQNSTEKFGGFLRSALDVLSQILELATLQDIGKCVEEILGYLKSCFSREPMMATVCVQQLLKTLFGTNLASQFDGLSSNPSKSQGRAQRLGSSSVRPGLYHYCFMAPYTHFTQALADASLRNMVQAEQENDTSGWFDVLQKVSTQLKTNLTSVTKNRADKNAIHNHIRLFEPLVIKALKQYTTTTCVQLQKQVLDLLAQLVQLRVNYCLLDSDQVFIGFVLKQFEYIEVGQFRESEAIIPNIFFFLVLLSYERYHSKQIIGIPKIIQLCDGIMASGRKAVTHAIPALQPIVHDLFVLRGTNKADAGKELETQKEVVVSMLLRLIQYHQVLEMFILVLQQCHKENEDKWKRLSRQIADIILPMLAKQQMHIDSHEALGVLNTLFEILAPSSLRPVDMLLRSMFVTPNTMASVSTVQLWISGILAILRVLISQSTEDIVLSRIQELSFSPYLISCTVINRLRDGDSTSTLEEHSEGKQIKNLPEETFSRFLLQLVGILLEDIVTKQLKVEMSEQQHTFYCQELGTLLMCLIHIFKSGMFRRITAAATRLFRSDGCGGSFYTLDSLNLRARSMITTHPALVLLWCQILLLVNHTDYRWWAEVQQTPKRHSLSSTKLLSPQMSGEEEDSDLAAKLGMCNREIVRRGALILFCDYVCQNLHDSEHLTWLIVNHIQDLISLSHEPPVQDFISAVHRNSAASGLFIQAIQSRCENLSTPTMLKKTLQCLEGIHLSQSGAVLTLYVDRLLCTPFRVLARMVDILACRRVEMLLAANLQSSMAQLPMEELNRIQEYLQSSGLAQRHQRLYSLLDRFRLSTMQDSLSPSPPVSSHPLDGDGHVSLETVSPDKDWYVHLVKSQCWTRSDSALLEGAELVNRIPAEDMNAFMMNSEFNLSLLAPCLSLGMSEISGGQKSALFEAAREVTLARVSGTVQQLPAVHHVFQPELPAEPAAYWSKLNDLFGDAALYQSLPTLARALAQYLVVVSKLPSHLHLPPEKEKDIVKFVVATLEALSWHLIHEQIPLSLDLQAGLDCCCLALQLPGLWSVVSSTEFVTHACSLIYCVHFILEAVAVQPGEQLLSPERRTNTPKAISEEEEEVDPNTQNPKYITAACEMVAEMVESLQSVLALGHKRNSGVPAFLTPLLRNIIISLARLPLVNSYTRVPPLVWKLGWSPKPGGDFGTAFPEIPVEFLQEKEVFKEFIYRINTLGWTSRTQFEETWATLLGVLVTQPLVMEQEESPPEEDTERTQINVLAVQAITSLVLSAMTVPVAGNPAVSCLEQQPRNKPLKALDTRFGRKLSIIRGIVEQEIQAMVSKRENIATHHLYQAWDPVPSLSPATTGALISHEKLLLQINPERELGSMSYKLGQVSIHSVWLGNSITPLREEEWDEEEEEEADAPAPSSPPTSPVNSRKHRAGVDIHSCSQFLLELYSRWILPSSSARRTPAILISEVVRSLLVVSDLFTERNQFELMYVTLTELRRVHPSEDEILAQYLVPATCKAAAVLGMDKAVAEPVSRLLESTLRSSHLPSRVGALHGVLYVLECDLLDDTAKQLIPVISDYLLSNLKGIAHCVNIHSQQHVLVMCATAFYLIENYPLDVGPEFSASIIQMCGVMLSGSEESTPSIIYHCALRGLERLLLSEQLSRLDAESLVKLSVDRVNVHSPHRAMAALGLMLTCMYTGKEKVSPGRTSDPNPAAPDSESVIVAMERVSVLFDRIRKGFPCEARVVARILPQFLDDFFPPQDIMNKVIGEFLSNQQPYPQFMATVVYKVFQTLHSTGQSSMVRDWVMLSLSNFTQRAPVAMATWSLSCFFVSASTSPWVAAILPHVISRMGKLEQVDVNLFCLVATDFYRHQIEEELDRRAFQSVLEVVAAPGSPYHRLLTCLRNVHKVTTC
# Pf apPOL block: Pf-apPOL DNA polymerase inhibition; Recombinant Pf-apPOL, molecular beacon fluorescence, 1.5 h; inhibition, % at 10 µM; 210,000 tested, 0.25% active
# The depositor's hits bear a star; x = no result given; & = joins results of further samples. No stated cut-off is given here; in the data, active means inhibition above about 50%; inactive means the rest.
mol	mHTT CaM bind	Pf apPOL block
CCc1onc(C)c1C1CCCN1C(=O)c1cc(-c2ccccc2OC)on1 (configuration not stated)	21.4	-3.9
Cc1ccc(-c2csc3c(=O)n(CC(=O)Nc4cccc(F)c4)cnc23)cc1	-10.6	-0.8
Cc1ccc(S(=O)(=O)N2CCN(C(C)c3ccccc3)CC2)cc1F (configuration not stated)	-3.2	2.3
CCN1CCN(C2=NC(=O)/C(=C/c3ccc(N(C)C)cc3)S2)CC1	23.0	-0.2
C#CC[n+]1c(N)sc2cc(OC)ccc21	-2.7	1.3
CN(C)c1ccc2c(c1)OC(N)=C(C#N)C2c1ccc(F)c(Br)c1 (configuration not stated)	83.4*	-4.3
COc1cc(C(=O)N2CCCC(C)(C(=O)NCc3cccc(F)c3)C2)cc(OC)c1OC (configuration not stated)	-5.7	3.3
N=Cc1c2ccc[nH]c-2c2ccccc12	-0.7	-1.1
O=C(NCc1ccc(F)cc1)N1CC(C(=O)N2CCCCC2)C2(CCOCC2)C1 (configuration not stated)	-1.0	-7.1
O=c1ccc(S(=O)(=O)N2CCOCC2)cn1Cc1ccccc1	-7.1	-2.1
CCOc1ccc(NC(=O)c2ccncc2)c([N+](=O)[O-])c1	2.2	-0.9
Cc1cc(C)c(C)c(OCCN(C)C)c1	-0.8	-1.7
COc1ccc(-c2cc(C(F)(F)F)n3nc(C(=O)N4CCC(C)CC4)cc3n2)cc1OC	4.0	-2.1
CC1CCN(c2ccc(C(F)(F)F)cc2N)CC1	-9.0	-22.7
Cc1cc2nc(Cc3ccccc3C(F)(F)F)c(=O)n(C)c2cc1C	-8.0	2.0
C=CCn1c(=N)c(S(=O)(=O)c2ccc(Cl)cc2)cc2c(=O)n3cc(C)ccc3nc21	-4.0	-1.2
O=C(C1CC1)N1CCc2sc(S(=O)(=O)NCc3cccc(F)c3)cc2C1	4.6	1.1
O=C(Nc1nc(-c2ccc([N+](=O)[O-])cc2)cs1)c1ccc2ncsc2c1	6.5	8.8
CCC(=O)N1CCN(C(C(=O)N2CCCCC2C)C2CCCC2)CC1 (configuration not stated)	9.9	-1.6
O=C(CSc1ccc(Cl)cc1)N1CCN(c2ccccc2F)CC1	-18.7	0.1
CCN(CC(=O)N1CCn2cccc2C1c1ccccc1C)C(=O)N(C)C (configuration not stated)	7.3	-1.5
Cc1noc(C)c1S(=O)(=O)N1CCC(C(C)C(=O)NCCC2=CCCCC2)CC1 (configuration not stated)	-7.7	-3.3
O=C(C1=C(O)C(=O)N(Cc2cccnc2)C1c1ccncc1)c1cccs1 (configuration not stated)	-1.7	-0.3
CC1=NN(c2cc(Cl)ccc2Cl)C(=O)C1	34.2	3.5
COc1ccc(-n2nc3cc(C)c(NC(=O)c4cccc(OC)c4)cc3n2)cc1	3.6	-2.5
CCC(=O)N1CCc2cc(N3CC(C(=O)Nc4cccc(C)c4C)CC3=O)ccc21 (configuration not stated)	-0.8	-2.4
O=C(c1ccccc1I)N1CCN(c2ccc([N+](=O)[O-])cc2Cl)CC1	30.9	-6.0
Cc1cccc(C)c1NC(=O)CN(C)S(=O)(=O)c1ccc2[nH]c3c(c2c1)CCCC3	26.3	-3.0
Cc1onc(-c2c(Cl)cccc2Cl)c1C(=O)Sc1ccc(C(F)(F)F)cn1	x	-2.8
COC(=O)c1ccccc1NC1OC(=O)c2ccccc21 (configuration not stated)	0.1	-0.4

# Look-ups from the results shown.
# mHTT CaM bind, CC1=NN(c2cc(Cl)ccc2Cl)C(=O)C1 → 34.2
# mHTT CaM bind, CCN(CC(=O)N1CCn2cccc2C1c1ccccc1C)C(=O)N(C)C (configuration not stated) → 7.3

# The listing continues:
mol	mHTT CaM bind	Pf apPOL block
O=C(c1ccc(Cl)cc1)N1CCc2nc(-c3ccc(F)cc3)ncc2C1	-10.9	-8.9
Cn1nc(CNC(=O)c2ccc(F)c(F)c2)c2ccccc21	-7.6	5.5
O=C(NC1CCCCCC1)C1CCN(c2cnc3nccnc3c2)CC1	-3.1	-3.8
O=C(NCCCN1CCCCC1)C1CCCN(c2cnn(Cc3ccccc3)c(=O)c2)C1 (configuration not stated)	-2.5	-4.7
O=C(CN1CCN(C(=O)c2cccs2)CC1)c1cccs1	-5.5	-7.9
CCOC(=O)C(O)(C(=O)OCC)C1Cc2ccccc2C1=O (configuration not stated)	x	-2.3
O=C(NC1CCCCCC1)C1CCN(c2ccncc2)CC1	-6.3	0.4
O=C(c1nc2ccccn2c1-c1ccsc1)N1CCOCC1	-7.8	0.5
CC(=O)C1=C(C)NC(SCC(=O)c2ccccc2Cl)=C(C#N)C1c1sccc1C (configuration not stated)	-56.0	-8.5
O=C(Nc1ccc(Cl)cc1)c1cnn2cccnc12	12.0	-1.0
S=C(Nc1ccc(Br)c(Cl)c1)N1CCCCC1	x	6.4
CC(=O)N1c2ccc(S(=O)(=O)N3CC(=O)N(CCc4ccccc4)C(=O)C3)cc2CC1C (configuration not stated)	3.0	-2.3
CCOc1ccc(NC(=O)C(C)Sc2nc3ccccc3c(=O)n2-c2ccccc2)cc1 (configuration not stated)	11.0	-13.5
COCC(=O)N1CCCCC1c1nc(-c2ccncc2)no1 (configuration not stated)	-2.0	-3.2
O=C1CCCC2=C1C(c1ccccn1)Nc1ccc3ncccc3c12 (configuration not stated)	-1.0&-4.8	0.6&3.4
Cc1ccc(-c2cc(C(=O)Nc3cc(S(N)(=O)=O)ccc3C)c3ccccc3n2)c(C)c1	32.7	-4.8
O=C(COc1ccc(Br)cc1Cl)Nc1ccc2c(c1)OCCO2	1.8	-3.7
O=C(NC1CC1)c1cc(N2CCCC2)nc2ccc(F)cc12	2.1	-5.5
CCCN1CCN(CCNC(=O)c2nc(C)n(C3CCN(C)CC3)c2C)CC1	2.5	-9.6
Cc1cc2nc(C(=O)NC3CC3)c(=O)n(C)c2cc1C	-0.8	0.8
O=S(=O)(NCc1ccc2c(c1)OCO2)c1ccc(Cl)cc1Cl	-17.7	-0.3
N#C/C(=C\c1ccc2c(c1)OCO2)C(=O)NCc1ccccc1	-2.0	1.9
Cc1ccc2c(c1)C1CC(C)(O2)N(c2ccccc2)C(=O)N1 (configuration not stated)	8.0	-4.2
O=C(CSc1n[nH]c(-c2ccncc2)n1)c1cccc([N+](=O)[O-])c1	2.7	1.9
CC(Sc1nc2c(cnn2-c2ccccc2)c(=O)[nH]1)c1ccccc1 (configuration not stated)	8.0	3.4
O=C(O)c1c[nH]c2ccc(S(=O)(=O)NCc3ccccn3)cc2c1=O	-3.0	0.4
CC1CCCCC1NC(=O)C1CCN(c2nc3ccccc3[nH]2)CC1 (configuration not stated)	-3.0	-7.3
CC(C)CCNc1nc(N)c2ccccc2n1	-2.1	6.2
CCN1c2cc(C)ccc2-n2cccc2C12CCN(C(=O)Nc1cccc(OC)c1)CC2	55.5*	3.5
CC(NC(=O)C1CCN(c2nc3ccccc3[nH]2)CC1)c1ccccc1 (configuration not stated)	-5.0	-9.9

# Complete entries from above. Values in the order: mHTT CaM bind	Pf apPOL block
# O=S(=O)(NCc1ccc2c(c1)OCO2)c1ccc(Cl)cc1Cl as listed: -17.7	-0.3
# N#C/C(=C\c1ccc2c(c1)OCO2)C(=O)NCc1ccccc1 as listed: -2.0	1.9

# Continued.
mol	mHTT CaM bind	Pf apPOL block
CC1(C(=O)NCc2ccccc2)CCC(=O)N1Cc1cccc(F)c1 (configuration not stated)	-4.6	1.8
CSc1nc2ccc(NC(=O)c3cccc([N+](=O)[O-])c3)cc2s1	6.3	-0.8
O=C(NCc1ccc(F)cc1)c1nc(N2CCCC2)c2oc3ccccc3c2n1	-10.4	-2.0
Cc1cc(C2CCCN2C(=O)Nc2ccc(C)c(C)c2)no1 (configuration not stated)	5.9	-6.1
CCC(=O)NCCc1csc(C2CCCN(C(=O)Cc3cccs3)C2)n1 (configuration not stated)	3.9	-3.4
O=C(Nc1cccc(O)c1)c1cccc(S(=O)(=O)N2CCCCC2)c1	5.8	-2.5
CC1CC(=O)C2=C(C1)OC(N)=C(C#N)C2c1ccco1 (configuration not stated)	2.9	-6.6
O=C(NCc1ccncc1)C1CCN(C(=O)c2ccc(Cl)cc2)CC1	-1.7	-6.9
Fc1ccc(CSc2nc(NCc3ccco3)c3ccccc3n2)cc1	10.0	-5.3
Nc1cc(C2CCN(C(=O)c3cccs3)CC2)no1	4.2	-1.2
O=C(NC(=O)c1ccccc1N1CCCCC1)Nc1ccc(Br)cc1	x	-2.4
O=C(NCc1cccnc1)C1CCc2sc(C(=O)N3CCOCC3)cc2C1 (configuration not stated)	-2.9	-0.5
COc1ccc(CNC(=O)C2(C)CCCN(C(=O)c3ccco3)C2)cc1 (configuration not stated)	-0.1	2.7
CC(=O)NC(NCc1ccccc1)(C(F)(F)F)C(F)(F)F	x	-16.8
COc1ccc(CNC(=O)C(=O)Nc2ccccc2OC)cc1	-9.1	-3.9
COc1ccccc1CNS(=O)(=O)CCNC1CCCCC1	10.1	-4.3
Cc1nonc1OCCNCCNc1ccc([N+](=O)[O-])cc1Cl	2.0	-4.2
CC(C)Oc1ccc(CNC(=O)C2CCN(c3nnc(-c4ccccc4)o3)CC2)cc1	33.5	-4.6
C=CCN(CC=C)S(=O)(=O)c1ccc(NC(C)=O)cc1	-4.9	-4.4
COc1cc(F)c(C(=O)N2CCOC(COc3ccccc3)C2)c(F)c1 (configuration not stated)	-4.5	-2.2
CN1C(=O)CC(=O)N(C)c2ccccc21	-1.2	-6.2
CC1=C(C#N)c2nc(N)c(C#N)c(C)c2/C1=C/c1c[nH]c2ccccc12	37.0	1.1
C=CCCN(C(Cc1ccccc1)C(=O)OC)S(=O)(=O)c1cc(Br)ccc1Br (configuration not stated)	-40.9	-6.4
CCOc1ccc(-n2c(SC(CC)C(=O)NCCOC)nc3n[nH]c(C)c3c2=N)cc1 (configuration not stated)	36.0	-4.2
COc1ccc(S(=O)(=O)N2CCC(c3noc(-c4ccc(F)cc4)n3)CC2)cc1	-4.8	-2.8
CCOc1ccc(OCCSc2nc3ccccc3[nH]2)cc1	-6.0	2.6
COc1ccc(SC[C@H](Cc2ccccc2)N2CCN(C)CCC2=O)cc1	3.2&11.3	7.7&-4.7
CCN(CC)c1ccc(CNC(=O)c2ccc3c(c2)N(S(C)(=O)=O)CC3)cc1	39.0	3.5
CC(C)N1Cc2cc(C(=O)NCc3ccc(Cl)cc3)sc2C1	-3.7	-3.0
Cc1cc([N+](=O)[O-])ccc1NC(=O)c1cccc(OCc2ccccc2)c1	-0.8	-8.6
O=C(Cc1ccc2ccccc2c1)Nc1ccc(Br)c(C(F)(F)F)c1	x	-23.7
O=[N+]([O-])c1cccc(-c2ncnn2-c2cccc(C(F)(F)F)c2)c1	2.0	-0.7
O=C(O)c1cc(=O)[nH]c2c(Cl)cc(Cl)cc12	x	2.8
Cc1ccc2c(c1)N(c1ccc(F)c(Cl)c1)C=C(C#N)S2(=O)=O	-9.4	0.8
CCN(c1ccccc1C(=O)O)S(=O)(=O)c1cccc2nsnc12	-2.0	2.8
OC1CCN(Cc2ccc(Br)cc2)CC1	-0.4	-6.2
O=S(=O)(Nc1cccn2ncnc12)c1ccc(F)cc1	-8.5	7.1
Cc1cccc(C(=O)N2CCC3(CC2)NC(=O)c2cc(Cl)ccc2N3C)c1	3.2	-2.2
CSc1ncc(Cl)c(C(=O)Nc2cc(Cl)cc(Cl)c2)n1	-3.7	-2.0
CC(C)N1CCN(C(=O)c2csc(N3CCN(c4ccc(F)cc4)CC3)n2)CC1	1.1	-1.4

# Exported field by field: 4 of the compounds above
smiles: O=C(NC1CC1)c1cc(N2CCCC2)nc2ccc(F)cc12
  mHTT CaM bind = 2.1
  Pf apPOL block = -5.5
smiles: CC(C)N1CCN(C(=O)c2csc(N3CCN(c4ccc(F)cc4)CC3)n2)CC1
  mHTT CaM bind = 1.1
  Pf apPOL block = -1.4
smiles: CCOc1ccc(NC(=O)c2ccncc2)c([N+](=O)[O-])c1
  mHTT CaM bind = 2.2
  Pf apPOL block = -0.9
smiles: O=C(CSc1ccc(Cl)cc1)N1CCN(c2ccccc2F)CC1
  mHTT CaM bind = -18.7
  Pf apPOL block = 0.1

# Other results follow:
mol	mHTT CaM bind	Pf apPOL block
O=C(NCc1cc(-c2ccc3c(c2)OCO3)on1)c1cccs1	0.0	-3.4
CCCCOc1ccccc1/C=c1\sc2nc(C3COc4ccccc4O3)nn2c1=O (configuration not stated)	33.0	4.4
Cc1cc(CNC(=O)C(=O)Nc2cc(Cl)ccc2C#N)c(C)o1	-13.8	-4.6
CCC(=O)NC(N)=Nc1nc2ccccc2s1	-0.8	-1.5
O=C(Nc1ccc2c(c1)CCC2)N1CCc2c(nc3cc(-c4ccccc4)[nH]n3c2=O)C1	2.4	-2.6
Fc1ccc(-c2nnc(-c3ccc(Cl)cc3Cl)o2)cc1	-13.3	x
CCCN(Cc1ccc([N+](=O)[O-])s1)CC1CC1	0.2	3.8
COc1cc(OC)c(CNc2ccc([N+](=O)[O-])cc2C)cc1Br	4.7	-4.2
CC1CC(=O)C2=C(C1)OC(N)=C(C#N)C2c1cccc(Cl)c1Cl (configuration not stated)	-1.0	3.5
CNC(=O)c1cn(CC(C)C)c(=O)c2ccccc12	-1.9	-0.6
CCCCOc1ccc(C(=O)NCCC(=O)O)cc1	-3.3	2.6
COc1ccc(NC(=O)NC2CCCCC2)c(OC)c1	5.7	2.0
COCCN=C1Nc2ccccc2NC12CCCN(C(=O)Cc1c[nH]c3ccccc13)C2 (configuration not stated)	33.3	-7.4
O=C(Cc1ccc(NS(=O)(=O)Cc2ccccc2Cl)cc1)NCc1cccs1	-15.5	0.8
Cc1nn(-c2ccccc2)c2c1c(=O)n(C)c1ccccc21	x	2.3
COc1ccccc1NC(=O)CSC1=NC2(CCCCC2)Nc2ccccc21	-70.0	2.4
O=C(Nc1ccc(S(=O)(=O)N2CCc3ccccc32)cc1)c1ccc(Br)o1	-6.2	-6.4

# A portion of the library, so the mix of outcomes need not match the whole.
